# Screening results deposited in PubChem BioAssay by several laboratories.
# E coli growth: reduces bacterial viability in AddAB counter-screen | E. coli V3065 growth, OD600 absorbance, 18 h | inhibition, % at 11.9 µM | actives 0.27% (n = 330,000) | AID 449728;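 active means inhibition above the campaign's mean inhibition across all tested compounds plus 3 SD, cut at about 9.9% in these data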;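 further: uninfected addAB+ strain grown without phage in ampicillin broth; 0% = DMSO wells and 100% = ciprofloxacin 0.95 µg/ml wells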
# Tat export inh: E. coli Tat transport inhibition; E. coli MC4100 TorA-mCherry Tat export, fluorescence; inhibition, % at 10 µM; actives 0.036% (n = 340,000);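 active means mean replicate inhibition at least 50% and at least half of replicates individually reaching 50%; inconclusive means only one of the two criteria met; inactive means neither criterion met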;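 further: exported cargo escapes ClpAP degradation while cytoplasmic cargo is degraded and loses fluorescence; 0% = median of neutral control wells and 100% = median of NaSCN control wells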
# Rtt109 HAT inh: inhibitors of Candida albicans Rtt109/Vps75 histone acetyltransferase; purified Rtt109/Vps75, ThioGlo CoA-SH fluorescence, 4 h; inhibition, % at 34.9 µM; actives 0.16% (n = 330,000); AID 540336;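 active means inhibition of at least 50% in every replicate; inconclusive means best replicate reaches 50% inhibition but some replicates fall short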
# Target sequence (Q5AAJ8 whole entry, looked up): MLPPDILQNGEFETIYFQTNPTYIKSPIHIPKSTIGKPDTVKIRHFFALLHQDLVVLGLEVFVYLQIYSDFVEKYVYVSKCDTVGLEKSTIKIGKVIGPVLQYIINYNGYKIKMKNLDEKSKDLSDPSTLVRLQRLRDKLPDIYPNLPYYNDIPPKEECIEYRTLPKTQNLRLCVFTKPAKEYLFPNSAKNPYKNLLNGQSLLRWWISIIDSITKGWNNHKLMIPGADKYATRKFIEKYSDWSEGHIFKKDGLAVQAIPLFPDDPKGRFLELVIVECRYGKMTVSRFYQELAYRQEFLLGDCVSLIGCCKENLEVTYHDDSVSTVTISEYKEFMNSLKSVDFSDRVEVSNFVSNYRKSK
# AddAB inh: less growth of phage-infected E. coli with AddAB. E. coli expressing H. pylori AddAB, absorbance growth. inhibition, % at 11.9 µM. actives 0.29% (n = 330,000). AID 435030; in the data active means inhibition above about 12%;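 further: 0% = vehicle wells of infected cells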
# PvdQ inh: P. aeruginosa PvdQ acylase inhibition | purified PvdQ acylase, fluorescence plate reader | inhibition, % at 10 µM | actives 0.063% (n = 340,000) | AID 488965; in the data active means inhibition above about 30%, passing the limit was not always enough; inconclusive means no clear call, values can overlap the other calls;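 further: 0% = vehicle neutral wells and 100% = reference inhibitor wells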
# PfHsp90 yeast 2: growth inhibition of yeast expressing Plasmodium Hsp90. actives 0.32% (n = 310,000). S. cerevisiae expressing PfHsp90, BacTiter-Glo ATP, 48 h; yeast lacking PDR1 and PDR3 efflux regulators. inhibition, % at 9.4 µM;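 active means every replicate shows inhibition above about 80%, whatever the replicate mean, limit read from the data; inconclusive means mean inhibition reaches the set limit but some replicate falls short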;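 further: 0% = DMSO neutral controls and 100% = 20 µM radicicol positive controls; yeast relying on Plasmodium falciparum Hsp90 in place of its own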
# phage Ecoli inh: E. coli growth loss with phage present; growth absorbance; actives 0.26% (n = 360,000); inhibition, % at 11.9 µM; AID 651602; in the data active means inhibition above about 11%
# CAL PDZ inh: blocks peptide binding to human CAL PDZ domain | AID 504414 | inhibition, % at 20 µM | Q9HD26 | purified CAL PDZ, TMR-peptide fluorescence polarization, 1 h | actives 0.02% (n = 330,000);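 active means highest replicate inhibition of at least 40%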;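 further: plate controls were DMSO neutral control wells for no effect and unlabeled competitor peptide control wells for full effect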
#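 Read-out basis: mP drop reported as inhibition | Assay system: Tagged CAL PDZ protein CerCALP, purified | Benchmarks: Unlabelled peptide for full inhibition, DMSO wells as neutral | Schedule: 1 h incubation at room temperature before polarization reading | Buffer or medium: Sodium phosphate/NaCl buffer pH 7.4 with TCEP, IgG, Thesit | Doses: Single point, 20 µM | Measured by: Fluorescence polarization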
# Wnt bcat act: activators of Wnt/beta-catenin signaling; Wnt/beta-catenin reporter cell assay, activator, plate reader; actives 1.2% (n = 300,000); activation, % at 9.35 µM; in the data active means activation above about 30%, passing the limit was not always enough; inconclusive means no clear call, values can overlap the other calls;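 further: 0% = neutral control wells and 100% = positive control wells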
# DAGLB inh: blocks human DAGLB lipase activity; HEK293T DAGLB membrane lysate, EnzChek fluorogenic substrate; inhibition, % at 5.17 µM; actives 0.059% (n = 340,000); in the data active means inhibition above about 34%;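 further: 0% = enzyme with vehicle and 100% = wells lacking enzyme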
# Target sequence (Q8NCG7 whole entry, looked up): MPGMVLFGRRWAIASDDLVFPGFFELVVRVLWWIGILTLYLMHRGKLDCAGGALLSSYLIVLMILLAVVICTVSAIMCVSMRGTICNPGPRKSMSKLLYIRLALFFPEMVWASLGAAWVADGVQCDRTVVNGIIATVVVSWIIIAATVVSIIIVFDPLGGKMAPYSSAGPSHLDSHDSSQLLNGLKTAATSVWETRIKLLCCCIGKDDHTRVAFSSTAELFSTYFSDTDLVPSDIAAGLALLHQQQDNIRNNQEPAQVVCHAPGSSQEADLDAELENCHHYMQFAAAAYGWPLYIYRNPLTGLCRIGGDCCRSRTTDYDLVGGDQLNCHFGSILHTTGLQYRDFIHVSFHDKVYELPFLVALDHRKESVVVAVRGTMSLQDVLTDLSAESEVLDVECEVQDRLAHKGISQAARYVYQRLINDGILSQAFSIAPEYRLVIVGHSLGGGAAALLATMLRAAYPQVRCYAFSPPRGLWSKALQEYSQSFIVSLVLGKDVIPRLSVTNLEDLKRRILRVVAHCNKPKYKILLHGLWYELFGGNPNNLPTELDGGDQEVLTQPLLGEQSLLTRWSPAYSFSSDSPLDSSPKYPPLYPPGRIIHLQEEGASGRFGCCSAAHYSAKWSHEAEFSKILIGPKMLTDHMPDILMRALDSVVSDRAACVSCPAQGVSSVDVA
# Starred values were filed as active, the others as inactive; ? = inconclusive; . = no result given.
SMILES,E coli growth,Tat export inh,Rtt109 HAT inh,AddAB inh,PvdQ inh,PfHsp90 yeast 2,phage Ecoli inh,CAL PDZ inh,Wnt bcat act,DAGLB inh
Cc1cccc(N2CCN(S(=O)(=O)c3ccc4c(c3)CCN4C(=O)CCC(=O)O)CC2)c1C,0.0,4,1,0.2,-11,-14,2.8,-1.9,.,4
COc1ccc(Cl)cc1NC(=O)C(C)N1CCN(c2ccccn2)CC1 (stereo not given),2.7,6,6,3.7,-2,0,-0.6,-0.6,1,-12
NC(=S)N/N=C1\c2ccccc2-c2c(C(=O)O)cccc21,3.1,3,-3,2.5,-5,2,-0.1,-1.2,-5,3
Cc1ccc(C)c(CN2CCC(CNC(=O)Nc3ccc(C)c(F)c3)CC2)c1,-1.0,-6,-11,-1.3,-11,42,0.2,-0.7,0,-2
Cc1c(OCc2nn[nH]n2)ccc2c3c(c(=O)oc12)CCCC3,-0.5,-7,-4,0.3,-4,-9,2.7,-0.6,-11,4
CN(C)c1cncc(C(=O)O)c1,-4.3,0,-1,-2.1,-12,7,2.3,-1.8,-5,0
COc1ccc([C@@H]2[C@@H]3C(=O)N(C(C)(C)C)C(=O)[C@@H]3[C@]3(Cc4ccc(Cl)cc4)C(=O)N(c4ccc(Br)cc4)C(=O)N23)cc1,-0.2,-3,-8,2.5,-7,-19,0.9,-0.4,-9,-7
CCCN(C(=O)COC(=O)CSc1ccc(C(N)=O)cc1[N+](=O)[O-])C1CCS(=O)(=O)C1 (stereo not given),.,-4,9,.,13,.,-0.5,-3.3,-1,-1
COc1ccc(/C=N/OCC(=O)Nc2nc3ccccc3s2)cc1,-0.3,3,-2,6.5,-10,-4,3.2,-0.8,0,0
O=C(CN1C(=O)NC2(CCCC2)C1=O)Nc1ccccc1F,0.3,-12,0,2.8,-5,-21,0.5,-0.1,.,-3
O=C(Cc1ccccc1)Nc1c(C(=O)N2CCOCC2)cnn1-c1ccccc1,1.5,4,-2,1.1,-1,4,0.3,0.0,0,1
O=C(CNC(=O)c1ccco1)NCC(=O)OCc1ccc(Cl)cc1Cl,-0.9,4,4,-0.6,-14,2,-0.2,-1.3,-3,0
O=C(Cn1cnc2c(OCc3ccccc3)ncnc21)NCCc1c[nH]c2ccccc12,-2.0,-4,1,1.3,14,14,2.3,0.7,-1,-1
Cc1ccccc1CSc1nnc(-c2ccccn2)n1C,3.7,.,.,0.3,.,.,4.3,.,22,.
Fc1ccccc1-c1nc(-c2ccc(Br)o2)no1,0.4,-1,1,-0.4,-13,0,1.4,0.9,23,-12
CCSc1nnc(NC(=O)CSc2nc3c(c(=O)n2CCOC)SC(C)C3)s1 (stereo not given),3.2,-4,0,2.7,-8,26,2.4,-1.6,-2,4
CC(=O)NNc1cc(C)nc(N)n1,0.7,.,.,2.3,.,.,2.5,.,26,.
C=CC[C@H]1CC(Cc2ccccc2)=C[C@H](CC=C)N1,-1.4,-1,4,4.8,-21,27,3.2,0.6,-4,-1
Cc1cc(NC(=O)Cn2nnc3sc4c(c3c2=O)CCCC4)no1,0.4,-2,19,3.0,4,.,1.1,-1.6,.,-2
COc1ccc(CN2CCN(C(=O)c3cccs3)CC2)c(OC)c1OC,-1.2,-2,-2,0.8,6,2,2.1,-0.5,.,-1
CCCCNC(=S)NCC(c1ccccc1)c1c[nH]c2ccccc12 (stereo not given),9.4,3,-16,3.9,-13,-2,0.2,-0.5,0,-2
C=CCN(C)NC(=O)Nc1ccccc1,0.1,-4,-4,1.2,-9,2,3.0,-1.0,1,2
CCSc1nnc(NC(=O)CSc2sc3c(O)cc(=O)[nH]c3c2C#N)s1,-1.1,9,-35,0.8,-2,2,-0.4,-2.4,1,13
N#Cc1c(N(CCO)CCO)nc(N)c2c(N)nc3c(c12)CC(=O)N3Cc1cccs1,-0.4,1,-1,-1.5,1,-11,.,-2.6,.,2
CS(=O)(=O)Cc1ccc(C(=O)N2CCN(C(=O)c3cccs3)CC2)cc1,0.3,3,-2,2.2,4,2,1.8,-0.5,-3,-1
CCOc1ccc(CCNC(=O)Cn2c(=O)oc3ccccc32)cc1OCC,-1.0,-7,-10,0.7,-15,-1,.,-0.5,-2,-1
N/C(=N\OCc1ccc([N+](=O)[O-])cc1)c1ccncc1,-2.4,-2,-3,0.8,-8,-7,4.1,.,28,0
Cn1cc(C(=O)Nc2ccc(F)c(F)c2)cn1,0.0,-13,-15,1.5,2,4,2.5,-1.5,-2,1
Cc1ccc2c(c1)C(SCC(=O)NCCc1ccccc1)CC1(CCCC1)O2 (stereo not given),1.9,14,-15,4.4,-5,-1,1.8,-0.7,-3,-13
Cc1c(C(=O)NCc2cccnc2)oc2c1C(=O)CC(C)(C)C2,0.0,30,-1,0.0,-1,.,3.0,-1.7,.,2
COc1cc(NCCCCCCN)c2ncccc2c1OC,.,3,3,.,-2,-11,-1.1,1.2,4,-1
CC(C)(C)c1ccc(C(=O)NNc2ncccc2-n2cccc2)cc1,0.0,-2,17,3.9,-12,-7,2.2,0.2,2,-6
CCn1cc([N+](=O)[O-])c(C(=O)N2N=C(c3ccccc3)CC2c2ccc([N+](=O)[O-])cc2)n1 (stereo not given),0.5,5,-1,4.2,-3,-3,0.8,-1.3,5,-1
O=C(CNc1ccc(Cl)cc1)c1ccc(Br)cc1,0.9,?,5,-1.0,23,18,0.7,-1.4,1,0
CCN1CCN(C(=O)c2cc3c(s2)-c2ccccc2S(=O)(=O)C3)CC1,0.2,-1,-2,1.1,18,3,3.1,-0.1,-3,0
CCOC(=O)COc1ccc2nsnc2c1,2.5,-4,1,5.9,4,16,-1.6,0.1,-1,-1
Cc1ccn2c(=O)nc(SCC(=O)Nc3ccc4c(c3)OCO4)nc2c1,3.2,8,-3,0.2,-7,.,3.3,-2.2,9,-2
Cn1c2c(c(=O)n(C)c1=O)CN(Cc1ccco1)CN2,4.9,-4,10,-1.6,-9,16,0.9,-1.5,-3,-1
O=C1c2ccccc2C(=O)N1CCCN1C(=O)c2ccccc2C1=O,.,4,-5,.,-25,-10,3.7,-0.4,2,0
CNC(=O)CS(=O)CC(=O)Nc1cc(OCCOC)c(Cl)cc1Cl (stereo not given),0.9,3,-4,1.6,-1,5,1.7,0.6,-14,-2
COc1ccccc1C(=O)OCc1nc(N)nc(Nc2ccccc2C)n1,-3.5,-5,26,1.3,-3,8,5.2,-3.8,1,-1
Cc1cccc(N(CC(=O)N2CCc3ccccc3C2)S(C)(=O)=O)c1C,-1.5,20,-3,0.4,-17,6,2.3,0.0,-2,-1
CSc1ncccc1C(=O)OCC(=O)N(C)c1c(N)n(Cc2ccccc2)c(=O)[nH]c1=O,0.8,?,-1,2.0,-11,.,1.8,-0.2,-6,1
Cn1nc(C(C)(C)C)c([N+](=O)[O-])c1C(=O)N1CCOCC1,0.1,2,10,4.3,-7,12,-0.2,-1.0,-1,1
O=C(Nc1ccc2oc(-c3ccccc3)nc2c1)c1cc(-n2cnnc2)ccc1Cl,65*,1,-52,95*,-7,-30,1.2,-6.9,7,1
CCc1ccc(NC(=O)CC2C(=O)NCCN2C(=S)Nc2ccccc2)cc1 (stereo not given),1.4,7,3,1.9,1,-1,3.5,-3.1,.,1
CC(=O)Nc1ccc(OCC(=O)NC(C)c2ccc(F)cc2)cc1 (stereo not given),3.8,2,-5,1.7,-9,21,1.8,-3.4,-3,-2
Cc1c(C#N)c(NC(=O)CCl)n(Cc2ccc(F)cc2)c1C,0.8,-1,1,4.5,-13,20,2.8,-2.6,0,3
Cn1c(NN)nc2sc3c(c2c1=O)CC(C)(C)OC3,1.1,-2,-8,2.1,-2,-1,2.2,-2.1,-19,0
CN1CCN(c2ccc(NC(=O)COc3ccc(Cl)cc3Cl)cc2)CC1,-2.6,-6,7,0.5,-8,-17,4.3,0.5,-4,2
O=C(Nc1ccccc1Cl)N1CCN(c2ncccn2)CC1,1.4,-7,13,0.7,-16,-20,3.6,.,.,-3
COc1cccc(-c2cc(C(=O)Nc3c(C)nn(Cc4ccccc4)c3C)no2)c1,-2.0,17,-9,3.7,-10,.,.,-0.9,-2,-3
NC(=S)N/N=C/c1ccc(-c2ccccc2)o1,0.1,-3,13,6.1,-12,-11,2.3,-1.0,3,1
Cc1ccc(OS(=O)(=O)c2ccc(-c3csc(C)n3)s2)c(C)c1,-0.7,4,2,0.7,-9,-9,3.5,-0.6,0,-12
CCOCC(=O)Nc1nnc(Cc2ccc(OC)c(OC)c2)s1,-2.0,-4,-1,1.1,5,.,2.9,.,-3,-1
COc1ccc(S(=O)(=O)N=Nc2c(O)[nH]c3ccccc23)cc1,0.2,-10,-7,5.3,-12,7,4.6,-2.5,1,0
CC(C)CNC(=O)COC(=O)CNC(=O)c1cc(Cl)cc([N+](=O)[O-])c1,0.2,-1,-5,0.3,-8,-11,4.3,0.5,-1,0
CN(Cc1nc2ccccc2c(=O)[nH]1)Cc1nc2ccsc2c(=O)[nH]1,4.5,2,-5,0.3,-13,-10,2.3,0.4,-2,-3
COc1ccc(COC(=O)CN2C(=O)NC3(CCCC3)C2=O)cc1F,1.3,2,1,0.0,1,-10,1.6,-1.3,0,-2
CC(/C=C/c1ccccc1)=N\NC(=O)c1cc(C)nc2ccccc12,0.2,0,-11,-0.9,-13,-7,1.0,-0.6,-1,3
# Later entries.
SMILES,E coli growth,Tat export inh,Rtt109 HAT inh,AddAB inh,PvdQ inh,PfHsp90 yeast 2,phage Ecoli inh,CAL PDZ inh,Wnt bcat act,DAGLB inh
CN(C)CCN(Cc1ccco1)c1ccccn1,.,3,5,.,-13,-17,4.8,-0.1,-5,3
Cc1c(C(=O)N2CCN(C(=O)c3ccco3)CC2)oc2c(Cl)cccc12,-0.2,-1,1,-2.2,-6,.,1.5,-3.4,-2,0
Cc1ccc(OCC(=O)n2nc(C)cc2C)c(C)c1,2.1,3,-4,4.6,-14,2,-0.5,-2.9,.,-1
CN1CCCCc2c1[nH]c1ccccc1c2=O,0.7,-5,-7,1.6,-12,3,3.8,-4.9,.,1
COc1cccc2cc(C(=O)OCc3ccccc3)c(=O)oc12,-1.7,1,1,2.2,3,7,1.2,-1.5,0,-10
COc1ccc(C(=O)Nc2nnc(SCC(=O)NC3CC3)s2)cc1,-0.8,0,0,2.0,-15,4,0.6,-3.0,9,-4
Cc1cc(=O)oc2cc(Nc3ccccc3)ccc12,-0.7,-2,1,-0.8,-17,8,2.3,-1.7,.,2
CN1CCN(C(=O)c2ccc(N(Cc3ccccc3Cl)S(C)(=O)=O)cc2)CC1,0.8,2,32,3.8,2,-4,-0.2,-1.1,0,-3
CCc1cc(=O)oc2c(C)c(OCC(=O)N3CCC(C(=O)O)CC3)ccc12,-0.3,-3,-6,7.7,-7,-8,1.9,0.9,-1,0

# 3 compounds from above, sorted by molar mass, low to high:
SMILES,E coli growth,Tat export inh,Rtt109 HAT inh,AddAB inh,PvdQ inh,PfHsp90 yeast 2,phage Ecoli inh,CAL PDZ inh,Wnt bcat act,DAGLB inh
CN1CCCCc2c1[nH]c1ccccc1c2=O,0.7,-5,-7,1.6,-12,3,3.8,-4.9,.,1
COc1ccc(C(=O)Nc2nnc(SCC(=O)NC3CC3)s2)cc1,-0.8,0,0,2.0,-15,4,0.6,-3.0,9,-4
CN1CCN(C(=O)c2ccc(N(Cc3ccccc3Cl)S(C)(=O)=O)cc2)CC1,0.8,2,32,3.8,2,-4,-0.2,-1.1,0,-3
